MPTP inh – blocks calcium-induced mitochondrial swelling; AID 602449; inhibition, % at 10 µM; 1.4% of 360,000 active; isolated mouse mitochondria, Ca2+ swelling absorbance, 30 min;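 active = inhibition of 50% or more, scaled per plate between neutral and stimulator controls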;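 also: 0% = DMSO wells given calcium and 100% = 1 mM EGTA wells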
GRIN3A LBD mod – modulates the human NR3A ligand-binding domain | NR3A LBD differential scanning fluorimetry, Tm shift; 0% = protein alone, 100% = glycine-bound protein | Tm shift relative to glycine control, % at 25 µM | 2.5% of 340,000 active | AID 1259313;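 active = melting temperature shift of at least 10% of the positive control shift, at one fixed dose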
beta cell repl – induces beta-cell replication in MIN6 cells. MIN6 cells proliferation, ATPlite luminescence, 48 h; cells starved in 0.2% serum; 100% = growth in 10% serum. proliferation, % at 10 µM. 0.29% of 330,000 active;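 active = compounds whose signal lies at least 3.5 SD above the mean of all wells on their plate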;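 also: 0% = DMSO-treated cells in low-serum medium and 100% = 10% serum control; some compounds called inactive have numbers as strong as hits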
APJ antag – antagonists of human APJ apelin receptor. P35414. CHO-K1 APJ beta-arrestin complementation, luminescence. inhibition, % at 20 µM. 0.32% of 330,000 active;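 active = inhibition above about 40% at 20 µM, limit read from the data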;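 also: cells challenged with 10 nM apelin-13 agonist together with compound; plate controls were apelin-13 plus DMSO wells for no effect and DMSO wells lacking apelin-13 for full effect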
Target sequence (P35414 whole entry, looked up): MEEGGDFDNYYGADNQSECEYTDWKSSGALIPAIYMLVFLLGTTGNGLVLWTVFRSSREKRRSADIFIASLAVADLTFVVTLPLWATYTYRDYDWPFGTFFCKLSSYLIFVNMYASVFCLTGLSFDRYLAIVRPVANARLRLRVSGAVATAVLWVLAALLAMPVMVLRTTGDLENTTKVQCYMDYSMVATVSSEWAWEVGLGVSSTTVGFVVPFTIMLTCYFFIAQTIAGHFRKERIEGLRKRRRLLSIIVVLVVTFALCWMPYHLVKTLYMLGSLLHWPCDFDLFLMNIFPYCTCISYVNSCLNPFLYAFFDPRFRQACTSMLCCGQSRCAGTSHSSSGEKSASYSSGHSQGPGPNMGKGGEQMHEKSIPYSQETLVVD
tim10-1 inh – tim10-1 yeast growth inhibition; S. cerevisiae tim10-1 ts strain growth, BacTiter-Glo, 24 h; inhibition, % at 20 µM; 2.2% of 330,000 active;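 active = inhibition of at least 40%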;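 also: mutant grown at 25 °C; 0% = DMSO wells with yeast and 100% = wells holding no yeast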
NALP3 yeast inh – blocks the NALP3 inflammasome reconstituted in yeast. 0.39% of 330,000 active. inhibition, % at 10 µM. Yeast reconstituted NLRP3/ASC/caspase-1, beta-gal luminescence, 24 h;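 active = inhibition of 50% or more; inactive = inhibition below 50%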;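 also: plate controls were induced DMSO wells for no effect and uninduced yeast grown without galactose for full effect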
tim23-1 inh – growth inhibitors of tim23-1 mutant yeast | S. cerevisiae tim23-1 growth, BacTiter-Glo luminescence, 24 h | inhibition, % at 20 µM | 1.3% of 330,000 active;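 active = growth inhibition of the mutant yeast at or above 50%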;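 also: temperature-sensitive mutant grown at 25 °C; plate controls were DMSO-treated mutant yeast for no effect and medium wells lacking yeast for full effect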
APJ agonist – agonists of human APJ apelin receptor. P35414. CHO-K1 APJ PathHunter beta-arrestin, luminescence; 0% DMSO wells, 100% apelin. activation, % at 20 µM. 0.11% of 330,000 active;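 active = activation more than six SD over the plate average, tested at 20 µM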;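 also: 0% = DMSO alone and 100% = apelin-13 at 10 nM; some results filed as inactive read as strong as hits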
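Assay system – PathHunter CHO-K1 APJ (AGTRL-1) beta-arrestin reporter cells · Compound – one dose, 20 µM compound, 1% DMSO · Timing – compound 90 min 25 °C, reagent 1 h · Measured by – luminescence from split beta-galactosidase complementation, Galacton Star/Emerald II substrate · Measure – beta-arrestin recruitment to APJ as agonist activity, luminescent signal · Benchmarks – DMSO vs Apelin-13 10 nM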
TIM10 inh – inhibits growth of TIM10 yeast strain; S. cerevisiae TIM10 strain growth, BacTiter-Glo luminescence, 24 h; 1.4% of 330,000 active; inhibition, % at 10 µM;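 active = inhibition of 40% or more at the single tested concentration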;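 also: wild-type TIM10 isogenic control strain grown at permissive 25 °C; 0% = DMSO yeast wells and 100% = minimal medium wells without yeast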
Active calls of the source: *; · = not tested or not shown.

SMILES	MPTP inh	GRIN3A LBD mod	beta cell repl	APJ antag	tim10-1 inh	NALP3 yeast inh	tim23-1 inh	APJ agonist	TIM10 inh
O=C(COC(=O)/C=C/c1ccc(F)cc1)Nc1cc(C(F)(F)F)ccc1N1CCOCC1	-1.2	1	-2	-7	37	15	16	-4	31
Brc1cc2c(cc1COc1ccc(-c3nn[nH]n3)cc1)OCO2	-1.5	-3	-2	13	6	13	8	-6	7
CC1CCCN(S(=O)(=O)c2ccc(Br)s2)C1 (stereo unspecified)	-1.0	-2	-1	-2	3	-4	25	-2	3
c1ccc(SCCOCCn2cncn2)cc1	-3.6	-1	2	3	13	9	2	5	-14
CCOC(=O)c1ccc(NC(=O)CSc2nc(=O)n(CCN3CCOCC3)c3c2CCC3)cc1	0.4	-2	1	-37	17	22	14	15	9
CCOC(=O)N1CCN(c2c(N3CCN(c4ccccn4)CC3)c(=O)c2=O)CC1	0.4	-1	-2	8	5	3	-4	0	-3
NS(=O)(=O)c1ccc(NC(=S)N2CCN(c3ccccc3Cl)CC2)cc1	-1.8	-12	0	-5	-2	13	9	1	1
CC1=NN(c2cccc(C(=O)O)c2)C(=O)/C1=C\C=C/c1ccccc1	1.1	12*	-6	9	43*	-17	53*	0	47*
COCCCN(Cc1cccs1)S(=O)(=O)c1c[nH]c(C(=O)OC)c1	-2.2	0	-1	8	5	8	7	-8	2
CC1CCCN(C(=O)CCS(=O)(=O)c2ccc3c(c2)NC(=O)C(C)S3)C1 (stereo unspecified)	-0.6	7	-1	-9	-5	-6	-5	1	4
CN(C)c1ccc(C(=O)c2ccc(N(C)C)c(N)c2)cc1N	-3.7	0	-3	9	25	-5	32	-7	24
NS(=O)(=O)c1ccc(CCNC(=O)CN2CCN(Cc3cccc4ccccc34)CC2)cc1	1.6	2	0	4	-1	-1	4	2	-9
COCCCNC(=O)Cn1cc(/C=C(\C#N)C(=O)NC2CC2)c2ccccc21	0.6	0	0	-2	0	8	-7	-1	-2
Cc1cc(=O)n2nc(N3CCCC(C(=O)NCc4ccc5c(c4)OCO5)C3)sc2n1 (stereo unspecified)	-0.9	-1	-2	-20	8	24	8	-1	-12
CCOC(=O)C1CCN(S(=O)(=O)c2cc(C(=O)OC)n(C)c2)CC1	-0.2	-4	-1	11	-17	10	4	-4	0
COC(=O)c1ccc(Cl)c(NS(=O)(=O)c2ccc3c(c2)OCCO3)c1	1.3	5	-2	14	15	-24	16	-2	11
NC(=O)c1c(NC(=O)c2cnccn2)sc2c1CCCC2	0.1	-3	-2	11	27	22	18	2	15
CCOC(=O)c1c(C)[nH]c(C(=O)OC(C)C(=O)NCc2ccccc2)c1C (stereo unspecified)	-0.8	2	-5	-28	-8	10	-7	-5	-11
C(=N\NC(=Nc1ccccc1)c1ccccn1)/c1ccccn1	-0.8	1	0	-12	19	16	-3	2	11
N/C(Cc1ccc(Cl)cc1)=N\OC(=O)c1cccc2ccccc12	0.4	-1	-5	-36	10	57*	36	17	75*
CCOc1ccccc1CN1CCC(O)CC1	-0.5	-8	-2	9	14	2	2	1	2
O=C(CN1CCN(c2ccc(Cl)cc2)CC1)c1ccccc1	0.7	2	0	-15	14	7	31	-5	-9
O=C1COc2ccc(C(=O)COC(=O)c3ccc(Cl)cc3[N+](=O)[O-])cc2N1	-0.2	0	3	-52	19	13	16	21	15
CCOC(=O)C(C(=O)OCC)c1cc(Br)c2noc3c2c1C(=O)c1ccccc1-3	6.8	-10	-7	41*	42*	17	46	-4	44*
COc1ccc([C@H]2CC(=O)C=C(/C=C/c3ccccc3)C2)cc1OC	-1.0	1	-4	-3	3	13	29	-4	1
Cc1cc(C(=O)Cn2nc(C(=O)O)c3ccccc3c2=O)c(C)n1CCc1ccc(Cl)cc1	-3.1	-1	-4	-3	9	18	20	-1	15
CCN1C(=O)C(=O)N(CC(=O)N2CCN(c3ccccc3)CC2)C1=O	-2.8	1	-2	-1	-11	0	-18	-4	-2
Nc1ccccc1N1CCN(C(=O)c2ccccc2)CC1	-1.8	5	-4	-16	16	4	18	-2	-5
Cc1cccc(NC(=O)CCCSc2nc3ccccc3[nH]2)c1	8.1	0	-3	-14	4	4	-11	-2	-14
O=C1N=C(N2CCC(Cc3ccccc3)CC2)S/C1=C/c1cn[nH]c1-c1ccccc1	8.8	0	-4	4	13	4	14	-1	15
CCc1ccc2[nH]c3nc(SCCN4CCOCC4)nnc3c2c1	-2.0	0	-3	-5	13	11	12	1	1
O=C1NC2(CCCCCC2)C(=O)N1Cc1c(F)cccc1Cl	1.7	0	-4	5	14	0	10	0	19
COc1cccc(NC(=O)CN(C)C(=O)CCCNC(=O)c2ccc(Cl)cc2)c1	-0.5	1	-4	-41	-21	3	2	-3	8
Clc1ccccc1Nc1nc(-c2ccncc2)nc2ccccc12	-0.8	-2	-1	-11	-43	16	17	-1	-33
CC(CCc1ccccc1)NC(=O)COC(=O)C1CCC(C(C)(C)C)CC1 (stereo unspecified)	-0.6	-4	-4	-4	25	23	29	-3	10
Cc1cc(N/N=C/c2ccc(F)cc2)nc(NCc2ccccc2)n1	13	35*	-6	-10	-24	10	6	3	-12
O=C1C=C(N2CCCCC2)C2(CCCCC2)O1	-0.1	-2	1	20	12	3	12	-3	11
COc1ccc(OC)c(NS(=O)(=O)c2ccc(N3CCCC3=O)cc2)c1	-1.4	2	-4	15	11	6	18	-3	10
Cc1nc(SCC(=O)NC2CCCC2)[nH]c(=O)c1Cc1ccccc1	2.7	0	0	7	-7	3	0	0	-6
Nc1ncnc2c1ncn2[C@@H]1O[C@H](CNC(=O)[C@@H]2CCC(=O)N2)[C@@H](O)[C@H]1O	-0.8	3	·	·	19	·	32	·	-10
O=C(CSc1ncn[nH]1)c1ccc2c(c1)OCO2	-1.1	3	-2	16	12	1	8	-1	-6
CC(=O)Nc1ccc(NC(=O)CSc2nnc(CNc3ccc(F)cc3)n2CC2CCCO2)cc1 (stereo unspecified)	-0.8	1	-4	-11	7	8	-2	-4	12
COc1ccc(CCNC(=O)CCCN2C(=O)c3ccccc3C2=O)cc1OC	-0.4	0	-2	10	17	7	25	-1	-4
CCCSc1nc2c(c(=O)n1-c1ccc(OCC)cc1)SCC2	3.0	-3	-2	20	10	13	-1	-4	8
CN(CC(=O)Nc1ccc(F)cc1)C(=O)Cn1cnc2ccc([N+](=O)[O-])cc2c1=O	-0.2	3	-3	4	-14	4	8	4	-2
NS(=O)(=O)c1ccc(CCNC(=O)C2CCCN2S(=O)(=O)c2cccc3nsnc23)cc1 (stereo unspecified)	0.7	-3	4	8	-4	-6	3	-4	-1
CCCCn1c(CN2CCN(CCO)CC2)nc2ccccc21	-0.8	0	2	-24	0	19	0	-3	-3
Cc1nc(SCC(=O)NCc2ccc3c(c2)OCO3)nc(C)c1C	-0.6	0	4	-7	10	7	17	-4	8
Cc1ccc(CN2CCN(c3ncccn3)CC2)o1	-0.5	-1	0	0	11	9	5	-3	9
COc1ccc2[nH]c(=O)c(CN(C(=O)C3CCCO3)c3ccc(C)c(C)c3)cc2c1 (stereo unspecified)	1.4	-1	-1	-7	0	-1	15	-6	-2
Nc1c(C(=O)N/N=C/c2ccccc2)cnn1-c1ccccc1	0.5	15*	-1	-20	-112	11	18	-2	6
CCOC(=O)c1c(NC(=O)Cn2nc(C(F)(F)F)cc2C)sc2c1CCC2	4.0	-1	-3	4	21	19	17	0	16
CCn1nnnc1SCC(=O)N1CCN(Cc2ccc3c(c2)OCCO3)CC1	-2.3	1	7	-1	-12	16	5	3	2
C=CCn1c(CNS(=O)(=O)c2ccc(F)cc2)n[nH]c1=S	-0.4	0	2	-1	0	20	-4	-3	-3
COc1ccc(CCC(C)N2CCOCC2)cc1 (stereo unspecified)	-0.2	0	-1	3	-16	18	11	-2	-28
CC(=O)c1c(Nc2cccc(F)c2)oc(C)cc1=O	-0.2	0	-5	16	3	-6	-5	1	-11
COc1cccc(NC(=O)CN(C)C(=O)Cc2ccc3c(c2)OCCO3)c1	-2.8	1	-3	29	3	8	8	-1	-3
Cc1cccc(C)c1OCC(=O)OCC(=O)c1ccc2c(c1)NC(=O)CO2	-0.2	-3	0	-12	20	4	8	-2	16
COc1ccc(S(=O)(=O)N(C)CC(=O)NCc2ccco2)cc1Cl	0.0	2	-2	12	6	12	19	-3	2
COc1ccc(Br)cc1CN(C)CC(=O)NCCc1ccccc1	-0.5	-1	0	6	21	7	26	-8	4

Structural class: the compounds so far containing a nitro group on carbon (two)
SMILES	MPTP inh	GRIN3A LBD mod	beta cell repl	APJ antag	tim10-1 inh	NALP3 yeast inh	tim23-1 inh	APJ agonist	TIM10 inh
O=C1COc2ccc(C(=O)COC(=O)c3ccc(Cl)cc3[N+](=O)[O-])cc2N1	-0.2	0	3	-52	19	13	16	21	15
CN(CC(=O)Nc1ccc(F)cc1)C(=O)Cn1cnc2ccc([N+](=O)[O-])cc2c1=O	-0.2	3	-3	4	-14	4	8	4	-2

(list continues)
SMILES	MPTP inh	GRIN3A LBD mod	beta cell repl	APJ antag	tim10-1 inh	NALP3 yeast inh	tim23-1 inh	APJ agonist	TIM10 inh
O=C(O)CSc1nc2ccc(C(=O)c3ccccc3)cc2[nH]1	0.4	4	-1	7	10	20	4	-3	4
CC(=O)c1ccc(N2CCN(C(=O)Nc3ccc(F)cc3F)CC2)cc1	-0.6	-1	0	17	-6	2	4	-3	3
CC(CN1CCCCC1)OC(=O)C(C)(c1ccccc1)c1ccccc1 (stereo unspecified)	-0.2	-2	-3	5	22	20	17	-2	22
NC(=O)c1ccc(NC(=O)CCC(=O)c2cccs2)cc1	0.4	0	0	4	6	-4	-1	3	4
CCOC(=O)C1=C(COC(=O)CCOc2cc(C)ccc2C)NC(=O)NC1C (stereo unspecified)	-0.2	0	0	8	-3	6	4	-2	1
O=C(CCCNS(=O)(=O)c1cccc2nsnc12)NCc1ccc(F)cc1	0.5	1	-3	14	-1	4	10	-1	-11
COC(=O)[C@@H]1C2CCC(C(=O)Nc3ccccc3)(CC2)[C@@H]1C(=O)OC	-2.3	-1	-1	10	5	16	-4	-1	9
COc1cccc(C(=O)Nc2cccnc2)c1OC	-0.9	0	2	8	11	6	-1	4	-1
Cc1cc(C)cc(NC(=O)Cn2cnc3c(nnn3Cc3ccc(F)cc3)c2=O)c1	0.1	3	-4	15	8	16	5	-2	-9
COCCCN1CC(=O)N2Cc3[nH]c4ccccc4c3C[C@H]2C1=O	0.9	-1	-3	8	-17	4	8	-3	-3
CCC(C)Nc1nc(OC)nc(N(C)C#N)n1 (stereo unspecified)	2.6	3	-2	8	-6	-3	-13	-1	3
COc1cccc(-n2c(SCC(=O)NCc3ccco3)nnc2-c2c[nH]c3ccccc23)c1	-2.0	-1	3	-5	-6	9	-5	-5	6
Cc1ccc2c(C)c(C(=O)NCc3ccc(S(N)(=O)=O)cc3)oc2c1C	0.4	-1	-2	-7	-5	4	0	-1	4
CC1(C)NC(=O)N(CCCCSc2ccc(Cl)cc2)C1=O	0.6	2	-2	1	26	0	16	1	-14
O=C(COC(=O)C1COc2ccccc2O1)Nc1ccc2c(c1)CCC2 (stereo unspecified)	-5.1	-8	-4	-11	11	10	8	-4	-9
O=C(O)CSc1ccc2ccccc2n1	0.8	-3	3	14	-10	13	12	2	-3
COCCN(C(=S)Nc1ccccc1C)C(C)c1cccnc1 (stereo unspecified)	1.6	-1	0	6	20	12	13	3	-18

Assay outcomes from PubChem.
